Screening data deposited in PubChem by NCI.
Growth percent in the NCI-60 one-dose screen (48 h, 10 µM unless noted): 100 = growth as untreated, 0 = no growth, -100 = all killed.
OVCAR-5 = OVCAR-5 ovarian cancer; hit rate 2.9% among 82,000
PC-3 = PC-3 prostate cancer cells | AID 1794754 | hit rate 3.9% among 80,000
U251 = U251 CNS tumor cells; hit rate 5.4% among 80,000
OVCAR-8 = OVCAR-8 ovarian cancer; hit rate 4.4% among 81,000
OVCAR-3 = OVCAR-3 ovarian cancer; hit rate 7% among 79,000; AID 1794787
OVCAR-4 = OVCAR-4 ovarian cancer cells. hit rate 3.7% among 80,000
SK-OV-3 = SK-OV-3 ovarian cancer cells; hit rate 3.2% among 80,000; AID 1794785
SF-268 = SF-268 CNS cancer cells; hit rate 3.1% among 82,000
DU-145 = DU-145 prostate cancer. hit rate 4.2% among 81,000. AID 1794760
* = called active by the depositor; · = no result given; & = joins results of further samples. How the source made its calls: active means growth percent below 10; inactive means the rest. Outcome played no part in choosing rows; 9.5% or so of the library scored in one or more.

SMILES	OVCAR-5	PC-3	U251	OVCAR-8	OVCAR-3	OVCAR-4	SK-OV-3	SF-268	DU-145
COc1ccc(C(C)=O)cc1OC	110&89	107&90	93&97	100&101	121&108	101&103	94&108	114&103	113&105
C=CCSc1nnc(-c2c(C)nc3sccn23)o1	86	89	88	99	131	102	99	110	110
COc1cc2oc3cc(OC)c(OC)c(CC=C(C)C)c3c(=O)c2c(O)c1CC=C(C)C	·	93	114	101	104	96	98	102	104
COc1ccc(C2Cc3cnccc3-c3[nH]c4ccncc4c32)c(OC)c1OC (stereo not given)	77	73	82	85	85	73	83	92	97
N#Cc1c(-c2ccco2)nc2c(c(-c3ccccc3)nn2-c2ccccc2)c1-c1ccc2c(c1)OCO2	106	98	100	101	114	107	93	101	94
O=C(CC(=O)C(F)(F)F)c1cc2ccccc2s1	99	55	56	63	85	70	106	77	90
COc1nc2cc(C)ccc2cc1-c1nc2c(cnn2-c2ccc(Br)cc2)c(=O)[nH]1	119	86	102	106	119	105	106	99	97
S=c1sc2ccccc2n1CNc1ccccc1	109	103	102	114	108	102	110	104	114
COc1cc(NC(=O)C#Cc2ccccc2)c(OC)cc1Cl	79	38	39	39	83	94	98	40	84
O=c1/c(=C/c2cn(-c3ccccc3)nc2-c2ccccc2)sc2nc(Cc3ccccc3)nn12	94	92	102	100	·	100	118	101	106
N/C(=N\c1nc2c(Br)cccc2s1)C(Br)Br	8.5*	14	-28*	-18*	-27*	43	53	49	-22*
CCCCN(CCCC)C(C)C(=O)c1ccc2cc(Br)c3ccccc3c2c1 (stereo not given)	106	95	94	99	109	117	99	102	105
O=C(N/N=C/c1ccc(F)cc1)c1ccccc1Nc1ccnc(C(F)(F)F)c1	75	90	93	100	103	90	112	99	110
CCCCOC(=O)OCc1cc(=O)c(O)co1	102	100	99	102	114	104	105	105	113
CCC(=O)Oc1c(Br)cc(C(C)(C)C)cc1Br	102	98	100	104	110	96	114	104	107
O=C1Nc2ccccc2/C1=N\c1nnc(-c2ccccc2)o1	106	79	98	102	·	99	83	98	107
COc1ccc(NC(=O)CSc2nnc(-c3cccs3)n2-c2ccccc2)cc1	97	81	51	41	65	73	73	58	86
c1ccc(CNc2nc3ccccc3n3c2nc2ccccc23)cc1	103	104	94	96	106	95	93	99	100
N#Cc1c(N)nc2c(C#N)c(NC(=O)c3ccccc3)nn2c1-c1ccccc1	105	76	106	77	89	89	97	86	102
O=c1oc2c(Cl)cccc2cc1-c1cc2ccccc2[nH]1	106	89	101	98	106	96	90	100	110
CC/C(=N/NC(N)=O)c1ccccc1	·	102	102	103	109	120	116	107	108
O=C1c2ccccc2C(=O)c2c(N=Nc3c(O)[nH]c(=S)[nH]c3=O)cccc21	105	107	93	99	109	113	98	116	105
C=C1N(C)c2ccc(Cl)cc2C1(C)C	83	33	23	68	43	61	82	77	49
Nc1ccc(NC(=O)Nc2ccc(N)cc2)cc1	99&107	105&93	96&99	88&99	112&97	103&100	95	105&94	112&122
COc1ccc(N=Nc2c(N)nn3c(-c4ccc(OC)c(OC)c4)c4ncnc(NN)c4nc23)cc1	99	99	96	101	115	105	91	103	109
Cc1ccc2c(n1)C(=O)c1[nH]c3ccccc3c1C2=O	68	35	41	53	-5.1*	22	86	66	-86*
CCOC(=O)CC(=O)c1ccccc1	108&107	101&101	99&98	113&106	105&108	110&50	105&99	99&107	107&112
O=C1CN(CN2CCOCC2)C(=O)CN1CN1CCOCC1	84	106	98	96	100	109	103	104	108
O=C1C2=C(CCCC2)C(=O)c2ccccc21	110	84	85	98	103	88	116	99	88
C=CC[C@]12C[C@H](Cl)C[C@H]3O[C@H](COC31O)C2	101	94	103	107	130	108	90	108	126
Cc1ccccc1NC(N)=O	114	103	108	101	127	121	97	111	122
O=C(O)c1cn(C2CC2)c2cc(N3CCN(C(=O)CN4C(=O)S/C(=C/c5ccccc5)C4=O)CC3)c(F)cc2c1=O	105	110	101	97	111	95	·	97	110
O=C1NC2=C(Cc3ccccc32)C(c2c[nH]c3ccccc23)N1 (stereo not given)	116	93	90	98	101	·	106	96	101
CN(C)c1ccc(C(=C2C=CC(=[N+](C)C)C=C2)c2ccc(N(C)C)cc2)cc1 (tested in a mixture with another compound)	-67*	-38*	-96*	-23*	-94*	-40*	-81*	-92*	-99*
CC(C)(CCC(=O)N1CCSCC1)c1ccccc1	102	96	107	106	97	105	111	104	105
CN(C)c1ccc(C(c2ccc(Cl)cc2)c2ccc(N(C)C)cc2)cc1	121	84	89	92	99	99	96	99	107
NC(=O)NCc1ccccc1	89	96	·	107	102	111	98	108	116
FC(F)(F)c1nc2ccccc2n1Cc1nnc(SCc2cn(-c3ccc(Cl)cc3)nn2)o1	109	95	96	97	111	105	99	101	104
COc1ccc(C)cc1OC	114	105	97	102	102	104	108	98	100
Cc1cc(C)nc(NS(=O)(=O)c2ccc(Nc3nc4nc(SCc5ccccc5)nc(-c5ccc(O)cc5)c4c(=O)[nH]3)cc2)n1	96	68	95	97	120	104	95	84	136
Cc1cc(NCc2cc(Nc3ccnc4cc(Cl)ccc34)ccc2F)nc(N2CCN(C)CC2)n1	9.5*	22	-28*	12	-17*	19	30	13	23
COc1ccc(/C(=C\c2ccccc2)C(=O)O)cc1	97&93	95&100	103&109	102&109	114&110	109	91&112	114&101	117&113
CCOC(=O)C[C@@H]1C(=O)N2CC[C@@]3(C(=O)Nc4ccc(Br)cc43)[C@@H]2C[C@@H]1C(=O)OCC	105	93	98	100	106	102	101	96	106
Cc1ccc(N=Nc2sc(=O)[nH]c2S)cc1	113	85	102	100	118	93	113	104	111
COC(=O)/C=C1\CC[C@H]2[C@@H]3C[C@@H](F)[C@@]4(O)CC(=O)CC[C@]4(C)[C@H]3C(=O)C[C@]12C	115	92	104	105	128	96	109	103	122
CCCCNc1ccc([N+](=O)[O-])cc1[N+](=O)[O-]	80	94	102	101	109	92	99	102	114
COc1cccc(C)c1OC	103	90	104	101	119	101	118	109	119
CSc1nc(N)cc(C(N)=O)n1	95	96	103	102	·	100	109	101	110
N#CC(Cc1ccc2ccccc2c1)c1cc2ccccc2[nH]1 (stereo not given)	98	79	99	96	91	78	87	80	102
COc1ccc(/C=C/C(=O)c2cccc(OCC(=O)O)c2)cc1OC	101	94	98	101	105	104	97	103	103
COc1ccc(CCNC(=O)Cc2ccc(OC)c(OC)c2)cc1OC	93&112	110&91	102&105	103&103	113&102	101&108	98&107	102&106	120&109
Cc1ccc2sc3c(c2c1)Oc1nc[nH]c(=O)c1C3c1ccc(Cl)cc1 (stereo not given)	114	67	83	100	106	73	91	103	100
O=[N+]([O-])c1ccc(O)c(-c2nc3ccccc3s2)c1	112	71	72	92	48	·	81	76	87
Cc1nn(-c2ccc(Cl)cc2)c2c1C(c1ccc([N+](=O)[O-])cc1)C(C#N)=C(N)O2 (stereo not given)	102	98	95	96	108	103	95	102	103
CC1=CCC(OC(=O)C(C)(O)CCC(O)(C(=O)OC2CC(O)(C(C)C)CCC2(C)O)C(C)C)(C(C)C)CC1 (stereo not given)	93	97	110	116	113	105	113	99	111
O=S(=O)(c1ccccc1)n1cc2c(c1)-c1nc(Nc3ncccn3)sc1CC2	96	66	46	65	40	-28*	66	66	35
CCC(C)(C)OC(=O)c1ccccc1C	103	97	95	97	102	107	88	102	110
CCOC(=O)C(C(=O)OCC)c1nc2sc3cc(Cl)c(Cl)cc3n2c(=O)c1C#N	110	80	107	104	115	86	81	108	131
Nc1c(Br)cc(O)c2c1C(=O)c1ccccc1C2=O	112	85	92	56	96	87	109	60	92
O=C(c1ccc(Nc2ccc3c(c2)OCO3)c([N+](=O)[O-])c1)N1CCOCC1	88	71	102	97	115	102	103	108	108
Next records.
SMILES	OVCAR-5	PC-3	U251	OVCAR-8	OVCAR-3	OVCAR-4	SK-OV-3	SF-268	DU-145
CCOC(=O)C1(C(N)=O)OC1(c1ccc(Cl)cc1)c1ccccc1Cl (stereo not given)	99	90	100	100	113	107	109	113	120
CCN(CC)c1ccc(CNc2cc(C)nc3ccccc23)cc1	73	64	64	63	64	52	78	88	78
CSC(=S)N/N=C/c1coc2ccccc2c1=O	92	94	98	103	102	103	124	90	103
Cc1ccc2nc(COc3ccc(NC(=S)Nc4ccccc4)cc3)[nH]c2c1	103	99	96	101	101	107	103	89	108
CCOC=Nc1nc2c(N=Nc3ccc(OC)cc3)c(N)nn2c(-c2ccc(OC)c(OC)c2)c1C#N	98	84	90	75	116	92	82	102	94
Fc1cccc(/C=C/c2nn3c(-c4cccnc4)nnc3s2)c1	103	104	105	104	·	97	125	102	96
COc1cc(C(=O)NNC(=O)c2cccc(OCC(=O)O)c2)cc(OC)c1OC	112	79	96	82	112	112	81	101	110
COc1ccc2c(c1)O/C(=C/c1ccc(OCC(=O)Nc3ccncc3)c(OC)c1)C2=O	116	96	89	99	107	113	99	96	105
Fc1ccc(CNc2nc(-c3cccnc3)nc3c2sc(=S)n3-c2ccc(F)cc2)cc1	103	77	85	90	103	78	94	99	84
COc1ccc([C@H]2[C@H](O)C(=O)N2c2cc(OC)c(OC)c(OC)c2)cc1Cl	30	13	1.4*	-13*	·	74	27	45	18
Clc1ccc(C2(c3ccccc3)Nc3ccccc3S2)cc1 (stereo not given)	134	88	98	106	108	·	113	105	107
CN(C)CC(=O)NNc1ncnc2ccccc12	106	98	108	107	118	108	115	102	115
Cc1c(C(=O)OC(CO)CO)cc(-c2ccc(Cl)cc2)n1-c1ccccc1	115	117	95	99	127	117	106	108	82
Fc1cccc(-c2nnc3c4[nH]ccc4ncn23)c1	109	97	98	92	112	105	90	103	98
N#Cc1c(-c2ccccc2F)cc(-c2ccncc2)[nH]c1=O	106	112	106	105	104	104	107	99	111
COc1cc(NCCCN(CC(C)C)C2CCCC2)c2ncccc2c1	96	59	77	59	53	22	85	87	83
CC(C)=CCC/C(C)=C/COc1c2c(cc3occc13)OC1(C=C2)OC(CC/C(C)=C/COc2c3ccoc3cc3oc(=O)ccc23)C(C)(C)O1 (stereo not given)	97	87	92	83	107	78	109	116	111
CC(=O)N(N=O)c1ccc([N+](=O)[O-])cc1Cl	89	47	58	66	45	55	67	78	82
C/C=C\CCC(=O)c1ccccc1	106	87	95	97	108	101	103	102	112
CC(=O)Nc1ccc2c(c1)[nH]c(=O)c1ccccc12	90	101	67	98	83	84	106	91	77
Nc1nc(=S)c2ncn(C3OC(CO)CC3O)c2[nH]1 (stereo not given)	103	·	104	95	107	105	82	101	118
CCCN1C2CCC1/C(=C\c1ccccc1)C1=C2[C@@H](c2ccccc2)C(C#N)=C(N)O1 (stereo not given in full)	100	88	·	103	93	97	94	89	97
Cc1nc(-c2cc3ccccc3oc2=O)ccc1C(=O)/C=C/c1ccc(F)cc1	103	91	103	87	113	79	109	91	98
O=C(O)CCC(NS(=O)(=O)c1ccc([N+](=O)[O-])cc1)C(=O)O (stereo not given)	118	82	98	106	114	·	106	109	111
CCOC(=O)C(CO)(NC(C)=O)C(=O)OCC	99	103	105	106	110	112	103	107	114
N/C(=N/N=C/c1ccccc1)N/N=C\c1ccccc1	83	64	50	65	13	87	72	76	74
CC(C(=O)c1ccccc1)[N+](C)(C)Cc1ccccc1 (stereo not given)	105	89	97	96	107	99	96	102	108
CCCS(=O)(=O)Oc1ccc2c3c(c(=O)oc2c1)CCCCCC3	104	68	73	88	75	77	97	85	84
O=C(CN1C(=O)CCC1=O)Nc1ncc(Cc2cccc(C(F)(F)F)c2)s1	95	80	95	96	99	98	100	93	103
CCSSCC	111	108	103	105	101	106	99	103	110
COC(=O)C1(CC(=O)C2CC2)NC(=S)NC(=O)C1C#N (stereo not given)	110	112	110	103	115	114	127	112	108
